# Bioassay records from PubChem BioAssay.
# TRHR ag – qHTS for Small Molecule Agonists and Allosteric Enhancers of Human TRH Receptor: Primary Screen for Agonists. TRHR cells, calcium flux fluo-8, FDSS agonist mode. activation, % at 2 µM. 360,000 compounds, 0.18% hits. Thyrotropin-releasing hormone receptor (Homo sapiens), P34981; note: 0% is about no effect
#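 Read-out: compound-evoked intracellular calcium rise in TRHR cells, fluo-8 dye, kinetic FDSS fluorescence at 1 s/cycle following a 10-cycle baseline. Cells cultured overnight before dye loading (30 min–1.5 h, RT).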
# D2 antag – HTS Assay for Allosteric Antagonists of the Human D2 Dopamine Receptor: Primary Screen for Antagonists | HEK293 TREx D2 cells, calcium flux, dopamine EC80 | inhibition, % at 10 µM | 340,000 compounds, 2% hits | AID 485344, 2010; in the data active = inhibition above about 30%; note: 0% is about no effect
# Target sequence (P14416 whole entry, looked up): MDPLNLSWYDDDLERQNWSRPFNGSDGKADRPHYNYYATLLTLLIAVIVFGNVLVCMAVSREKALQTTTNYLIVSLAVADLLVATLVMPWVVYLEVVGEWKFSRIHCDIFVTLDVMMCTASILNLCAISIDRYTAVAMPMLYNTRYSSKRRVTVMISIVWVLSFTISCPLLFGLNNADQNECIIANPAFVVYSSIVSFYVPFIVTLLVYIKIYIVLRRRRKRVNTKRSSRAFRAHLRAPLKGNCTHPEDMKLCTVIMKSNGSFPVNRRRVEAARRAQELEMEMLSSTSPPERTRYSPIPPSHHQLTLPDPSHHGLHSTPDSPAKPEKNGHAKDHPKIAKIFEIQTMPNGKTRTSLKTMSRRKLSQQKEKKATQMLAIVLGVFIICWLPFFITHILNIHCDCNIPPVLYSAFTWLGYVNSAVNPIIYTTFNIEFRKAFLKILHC
#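 Calcium flux kinetic readout in an inducible HEK293 TREx D2 line plated overnight at 30 C. After 180 s compound exposure, an EC80 dopamine challenge follows with another 180 s kinetic read to detect antagonism.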
# D2 ag – HTS Assay for Allosteric Agonists of the Human D2 Dopamine Receptor: Primary Screen for Agonists; activation, % at 2 µM; 340,000 compounds, 0.53% hits; HEK293 T-REx D2 cells, calcium flux agonist mode; AID 485358, 2010; D(2) dopamine receptor (Homo sapiens), P14416;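 active = activation over 3 SD above normal in the single-dose calcium agonist read, cut at about 30% in these data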; note: 0% is about no effect
#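 Agonism scored from kinetic calcium signal (1 read/sec, 180 s) following compound pin transfer, after a 10 s baseline. Cells: HEK293 Trex line expressing inducible D2 receptor coupled to calcium, dye-loaded after overnight culture at 30 C.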
# TRHR PAM – qHTS for Small Molecule Agonists and Allosteric Enhancers of Human TRH Receptor: Primary Screen for Enhancers; enhancement, % at 2 µM; 360,000 compounds, 0.66% hits; TRHR cells, fluo-8 calcium fluorescence, EC20 TRH enhancement; Thyrotropin-releasing hormone receptor (Homo sapiens), P34981; in the data active = enhancement above about 30%; note: 0% is about no effect
#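 Enhancer read-out: after compound pinning and an initial kinetic agonist-mode read, an EC20 of TRH (10 nM final) was injected and fluo-8 calcium signal (Ex 480/Em 530) followed at 1 s/cycle for 100 cycles in TRHR-expressing cells.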
# D1 antag – Antagonist of Human D 1 Dopamine Receptor: qHTS | D(1A) dopamine receptor (Homo sapiens), P21728 | HEK293 TREx D1 cells, calcium flux, dopamine EC80; stronger effect = lower value | activity change, negative = inhibition, % at 10 µM | 360,000 compounds, 3.2% hits | AID 504652, 2011; in the data active = activity change below about -30%; note: % is set by controls: 0 for no effect and ±100 for the full control effect
# Target sequence (P21728 whole entry, looked up): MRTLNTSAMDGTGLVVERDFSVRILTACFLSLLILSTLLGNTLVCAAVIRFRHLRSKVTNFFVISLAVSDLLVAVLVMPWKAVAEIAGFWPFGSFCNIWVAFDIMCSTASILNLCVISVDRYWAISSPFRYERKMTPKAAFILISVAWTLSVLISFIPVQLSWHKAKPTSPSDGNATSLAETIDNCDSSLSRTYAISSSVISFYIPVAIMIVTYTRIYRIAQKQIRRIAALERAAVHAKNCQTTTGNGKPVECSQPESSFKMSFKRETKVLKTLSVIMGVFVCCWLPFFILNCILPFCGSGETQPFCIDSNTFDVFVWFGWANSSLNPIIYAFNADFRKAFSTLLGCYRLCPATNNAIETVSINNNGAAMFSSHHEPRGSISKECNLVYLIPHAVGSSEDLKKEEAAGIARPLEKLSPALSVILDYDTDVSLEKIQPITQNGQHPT
#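 Cells carrying a force-coupled, tetracycline-inducible human D1 receptor report calcium flux. Each well gets a 10 s baseline, compound with 180 s monitoring, then an EC80 dopamine stimulus with a second 180 s kinetic read.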
# RXFP1 antagonist – qHTS Assay for Antagonists of the Relaxin Receptor RXFP1; 350,000 compounds, 0.59% hits; Relaxin receptor 1 (Homo sapiens), Q9HBX9; HEK293-RXFP1, relaxin-stimulated cAMP HTRF, 30 min; stronger effect = lower value; activity change, negative = inhibition, % at 57.5 µM;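 active = activity change of -60% or lower, but not beyond a set lower limit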; note: % is set by controls: 0 for no effect and ±100 for the full control effect
# D1 ag – Allosteric Agonists of the Human D1 Dopamine Receptor: qHTS; D(1A) dopamine receptor (Homo sapiens), P21728; HEK293 T-REx D1 cells, calcium flux, agonist mode; activation, % at 2 µM; 360,000 compounds, 1% hits; AID 504660, 2011; note: 0% is about no effect
#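 Agonism was scored from calcium flux recorded over 180 s (1 read/s) after pintool compound addition, following a 10-cycle baseline. Cells were inducible force-coupled HEK293 TREx D1, plated overnight at 30 C and loaded with no-wash calcium dye.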
# D1 potentiator – Potentiators of Human D1 Dopamine Receptor: qHTS; D(1A) dopamine receptor (Homo sapiens), P21728; AID 504651, 2011; HEK293 TREx D1 cells, calcium flux, dopamine EC20 potentiation; 360,000 compounds, 0.036% hits; potentiation, % at 10 µM; in the data active = potentiation above about 30%; note: 0% is about no effect
# D2 PAM – HTS Assay for Positive Allosteric Modulators of the Human D2 Dopamine Receptor: Primary Screen for Potentiators | HEK293 T-REx D2, calcium flux, EC20 dopamine potentiation | potentiation, % at 10 µM | 340,000 compounds, 0.34% hits | AID 485347, 2010;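 active = potentiation over 3 SD above the plate norm, cut at about 30% in these data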; note: 0% is about no effect
#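 Calcium flux readout, no-wash dye, 1 read/s. Inducible HEK293 Trex D2 line, overnight 30 C. Compound alone 180 s (agonist flags), then EC20 dopamine, another 180 s to score potentiation.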
# An asterisk follows results filed as active; . = no result given. Cut-off read from the data, not from the text of the source, unless noted: active = activation above about 30%; inactive = the rest. Rows were taken by chance; overall some 7.1% were active at least once.
# Start of the data: the first 4 entries (preview)
Compound	D1 potentiator	D2 ag	D1 ag	D2 PAM	TRHR ag	D1 antag	TRHR PAM	D2 antag	RXFP1 antagonist
Cc1c(CNCc2cccs2)c(C(=O)O)c(C)n1Cc1ccccc1	1	0.5	1	6	0.2	7	-1	-21	-10
COc1ccc(C2C3(C#N)C(N)=NC(OC)(OC)C23C#N)cc1 (stereo not drawn)	-1	-0.2	1	13	3.0	-9	6	-6	-18
Cc1sc2ncnc(N3CCC(C(=O)NNC(=O)c4ccc(F)cc4)CC3)c2c1C	0	0.4	-1	12	-1.4	-8	-2	0	-8
Cn1nnnc1SCCCNCc1cc(Br)ccc1OCc1ccccc1	-1	-0.8	39*	-20	0.3	-25	-1	.	-5

# The listing, from the start:
Compound	D1 potentiator	D2 ag	D1 ag	D2 PAM	TRHR ag	D1 antag	TRHR PAM	D2 antag	RXFP1 antagonist
Cc1c(CNCc2cccs2)c(C(=O)O)c(C)n1Cc1ccccc1	1	0.5	1	6	0.2	7	-1	-21	-10
COc1ccc(C2C3(C#N)C(N)=NC(OC)(OC)C23C#N)cc1 (stereo not drawn)	-1	-0.2	1	13	3.0	-9	6	-6	-18
Cc1sc2ncnc(N3CCC(C(=O)NNC(=O)c4ccc(F)cc4)CC3)c2c1C	0	0.4	-1	12	-1.4	-8	-2	0	-8
Cn1nnnc1SCCCNCc1cc(Br)ccc1OCc1ccccc1	-1	-0.8	39*	-20	0.3	-25	-1	.	-5
O=C1OC(N2CCN(C/C=C/c3ccccc3)CC2)c2ccccc21 (stereo not drawn)	0	0.7	2	8	0.2	-10	3	1	3
CC1=C/C(=C\c2ccc(Br)o2)C(=O)O1	-2	.	4	.	0.4	3	0	.	18
COc1cccc(N(C(=O)c2csnn2)C(C(=O)NC2CCCC2)c2ccccc2)c1 (stereo not drawn)	-8	0.3	2	7	0.2	-22	-1	23	9
CC1=C(C(=O)Nc2ccccc2C)C(c2ccncc2)n2nc(SCc3ccccc3)nc2N1 (stereo not drawn)	2	0.5	0	.	0.3	-6	0	.	.
CC12C(=O)N(n3cnnc3)C(=O)C1C1C=CC2C1 (stereo not drawn)	-4	0.7	1	-4	1.0	-8	10	-5	10
C/C(=N\NC(=S)NCc1ccccc1)c1ccco1	6	0.4	2	-8	-0.9	12	3	2	8
COc1c(Cl)cc(Cl)cc1/C=C(\C#N)c1nc(-c2ccc(Cl)cc2)cs1	0	-0.2	3	-18	-1.0	15	7	.	5
CCn1nnc(NC(=O)c2ccc(-c3ccccc3[N+](=O)[O-])o2)n1	-2	0.0	0	-13	-1.0	3	2	-33	8
O=C(CN1CCc2ccccc21)NC(=O)NCc1ccco1	-2	-0.1	1	-1	-0.7	15	29	-8	-5
COc1ccccc1CN1CN(S(=O)(=O)c2ccccc2)c2nc3ccccc3nc21	-6	.	4	-7	0.4	6	1	.	14
O=C1CC(N(O)C2CC(=O)N(Cc3ccccc3)C2=O)C(=O)N1Cc1ccccc1 (stereo not drawn)	-6	0.1	3	-2	-0.6	-7	-1	-7	-4
Cc1ccc(-n2c(SCC(=O)NCCN3C(=O)CSC3=O)nnc2-c2ccccc2F)cc1	-4	0.5	4	12	-0.3	-8	6	-28	12
ONC(=Nc1ccc(Cl)cc1)c1ccccc1	-1	0.0	8	14	-0.1	-4	0	-3	-2
CCOC(=O)c1ccc(NC(=O)c2nc[nH]c2C(=O)N[C@@H](CC(C)C)C(=O)OC(C)(C)C)cc1	-6	0.2	4	-6	0.3	-7	0	3	.
COc1ccc(OC)c(N=c2oc3cc(O)ccc3cc2C(N)=O)c1	-12	-1.6	0	8	-0.8	-36*	18	7	-3
CCOC(=O)c1cnc(-n2nc(C)cc2C)nc1NC	-4	0.0	2	-7	-0.2	5	9	2	3
CCc1cc2c(=O)n(Cc3ccco3)c(SCC(=O)N(C)C3CCS(=O)(=O)C3)nc2s1 (stereo not drawn)	-7	.	0	.	-0.8	-36*	-1	.	-24
O=C1CCc2ccc(NS(=O)(=O)c3ccc(F)cc3)cc2N1	-4	-1.7	4	9	-2.9	-1	-8	-7	-14
Cc1ccc(NC(=O)Cn2c(O)c(N=NS(=O)(=O)c3ccc(C)cc3)c3ccccc32)cc1	5	-1.7	1	1	0.4	-13	3	-10	4
CN(C(=O)COC(=O)c1ccc([N+](=O)[O-])cc1Cl)C1CCCCC1	-3	-1.2	-1	-4	0.1	-2	1	-1	-2
CCOc1ccc(Br)cc1S(=O)(=O)Nc1ccccc1N1CCOCC1	-6	-0.7	8	9	-0.5	-12	7	-1	2
CCCCCc1nnc(NC(=O)c2ccc(N3CCCC3=O)cc2)s1	3	-1.4	3	6	-0.1	-4	2	-26	5
Cc1ccccc1OCc1nnc(SCC(=O)N2c3ccccc3Sc3ccc(Cl)cc32)o1	2	1.7	6	1	1.0	0	4	-2	-3
Cc1cc(NC(=O)CO/N=C/c2ccc3c(c2)OCO3)ccc1Br	-1	0.3	4	-7	-0.2	-2	6	-20	7
Clc1nccnc1-c1ccccc1	1	0.1	2	-21	0.1	-1	8	-2	5
CN(C)CCn1c(=O)n(Cc2ccccc2)c(=O)c2c3c(sc21)CCCCC3	10	-0.6	6	2	-1.9	-14	11	19	-16
COc1ccc(N2CCN(c3ncnc4c3cnn4-c3ccc(F)cc3)CC2)cc1	4	-1.1	-3	9	0.0	8	-1	.	-11
O=[N+]([O-])c1ccc(COc2cccc(CNc3ccc(Br)cc3)c2)cc1	0	-1.5	2	-4	0.3	3	-7	0	-5
CCCn1c(O)c(N=N)c2ccccc21	1	2.9	1	-11	-0.2	0	-8	2	-3
O=C(NCCCn1ccnc1)c1ccc(Br)o1	-15	0.5	0	-5	0.1	16	7	-17	19
COc1ccc(NC(=O)CC(C)CC(=O)NCc2ccccc2)c(OC)c1 (stereo not drawn)	-3	0.4	3	6	-0.3	8	6	-5	-1
CCOCCCn1c(SCc2nc3sc(C(=O)O)c(C)c3c(=O)[nH]2)nnc1-c1ccc(Cl)cc1	-4	-0.2	3	9	0.4	-8	1	-15	-16
O=C(Cc1ccc(F)cc1)Nc1cccc(-c2ccc3nncn3n2)c1	-5	.	2	10	0.6	-12	1	.	-10
COc1ccc(NS(=O)(=O)c2cc(NC(=O)c3ccc(=O)[nH]c3)ccc2C)cc1	6	0.8	1	8	0.2	-7	10	6	-3
CSc1ccccc1OCc1cc(C(=O)N2CCC(Oc3cccnc3)CC2)no1	-3	0.2	19	-9	-0.5	-46*	-10	-1	.
Cc1cccc(CCN(C(=O)c2snc(C(N)=O)c2N)C(C(=O)NCC2CCCO2)c2ccc(F)cc2)c1 (stereo not drawn)	5	-0.6	0	11	0.2	23	1	0	-22
COc1ccc(NC(C)=O)cc1S(=O)(=O)NC(Cc1ccccc1)C(=O)O (stereo not drawn)	2	-1.1	6	-1	-1.7	30	-2	6	-2
CNc1ccc(Br)cc1C(O)c1ccccc1 (stereo not drawn)	-10	2.1	2	6	0.7	-16	-8	-7	-6
CN(C)/C=N/C1=C(C#N)C(c2cccs2)c2ccc3ccccc3c2O1 (stereo not drawn)	-3	-0.3	0	-3	0.9	13	-10	9	-9
CCCn1c(SCC(=O)NC)nnc1C(C)C	-1	0.1	4	-3	0.3	6	6	6	2
COc1cc(F)ccc1CN1CCC(n2nccc2NC(=O)C2CCOC2)CC1 (stereo not drawn)	-3	1.1	0	1	0.5	-12	-9	7	-1
NC(=O)C1CCN(c2ncnc3c2cnn3-c2cccc(Cl)c2)CC1	-2	-0.6	0	1	0.3	-18	7	.	4
Cc1ccc(O)c(CNc2nc3ccccc3n2C(C)C)c1	-2	-0.4	12	-15	0.5	-2	-7	-10	-5
O=C(COC(=O)CNC(=O)c1cccs1)Nc1ccccc1C(F)(F)F	-1	-0.2	2	4	-0.9	-3	-1	10	-5
CCOC(=O)C1CCCN(S(=O)(=O)c2cc3c4c(c2)CCC(=O)N4CCC3)C1 (stereo not drawn)	-2	.	11	.	-0.3	-25	6	.	5
O=C(CNc1cccc2ccccc12)N/N=C/c1ccc([N+](=O)[O-])cc1	-5	0.7	3	-2	-0.3	-13	4	0	-5
Cc1nc(-c2ccccc2)sc1CCNC(=O)C(=O)Nc1ccc2c(c1)OCO2	-5	0.8	1	10	-0.2	6	-3	.	.
Cc1cc(C(=O)C[N+]2(C)CCOCC2)c(C)n1-c1ccc(Br)cc1	7	-3.0	3	-2	0.4	14	3	11	-24
Cc1sc2nc(SCc3nnc(-c4cccs4)o3)n(C3CCCC3)c(=O)c2c1C	3	-0.4	-1	-1	0.2	-4	-8	-9	6
CC(=O)Nc1ccc2c(c1)CCCN2C(=O)c1ccccc1	0	0.6	1	6	-0.4	1	-4	-2	-13
CC(C)c1ccc(NC(=O)COC(=O)c2c[nH]c(=O)[nH]c2=O)cc1	-4	1.6	0	7	0.1	0	2	-6	.
Nc1nc(SCC(=O)NCCCN2CCOCC2)nc2sc3c(c12)CCC3	0	-0.9	2	-2	-1.1	12	6	-3	-11
Cc1cc(C)c(C#N)c(SCC(O)CS(=O)(=O)Cc2ccccc2)n1 (stereo not drawn)	0	-0.2	12	1	-0.8	-13	3	2	-8
O=Cc1c(Nc2ccccc2Cl)nc2ccccn2c1=O	9	0.7	0	-4	-0.2	9	-5	2	-4
CS(=O)(=O)N(CC(=O)N1CCc2ccccc2C1)c1ccc(Cl)cc1F	3	-0.8	5	0	0.7	-9	-3	14	12
O=C(c1ccc(S(=O)(=O)NCc2ccco2)cc1)N1CCN(Cc2ccccc2)CC1	-1	.	2	.	-0.4	8	-2	.	-17
COC(=O)c1cc(CNC(=O)c2ccccc2OCc2c(C)noc2C)ccc1OC	-4	0.9	1	1	-0.3	17	2	17	-12
CC(C)C[C@H]1CN=C(Nc2ccccc2)N1CC1CCCC1	0	1.7	4	9	0.7	0	-1	-11	.
